POLH inh: DNA polymerase eta (human) inhibition; recombinant Pol eta, fluorescent DNA replication assay; Potency, µM (titrated, usually from 114 µM), without a hit: top-dose activity change, negative = inhibition, usual class: inhibitors; 390,000 compounds, 1.2% hits; AID 588591; note: potency is the fitted concentration of half-maximal effect; % is set by controls: 0 for no effect and ±100 for the full control effect
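Pol eta at 10 nM preincubated with compounds 15 min at room temperature; reaction started with fluorescent substrate (50 nM final) and read kinetically at 0 and 10 min.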
POLK inh: inhibitors of human DNA polymerase kappa; Q9UBT6; purified Pol kappa, fluorescent DNA synthesis assay, 10 min; Potency, µM (titrated, usually from 107 µM), inactives show top-dose activity, negative = inhibition, actives largely listed as inhibitors; 400,000 compounds, 0.53% hits; AID 588579; note: potency is the fitted concentration of half-maximal effect; % is set by controls: 0 for no effect and ±100 for the full control effect
Target sequence (Q9UBT6 whole entry, looked up): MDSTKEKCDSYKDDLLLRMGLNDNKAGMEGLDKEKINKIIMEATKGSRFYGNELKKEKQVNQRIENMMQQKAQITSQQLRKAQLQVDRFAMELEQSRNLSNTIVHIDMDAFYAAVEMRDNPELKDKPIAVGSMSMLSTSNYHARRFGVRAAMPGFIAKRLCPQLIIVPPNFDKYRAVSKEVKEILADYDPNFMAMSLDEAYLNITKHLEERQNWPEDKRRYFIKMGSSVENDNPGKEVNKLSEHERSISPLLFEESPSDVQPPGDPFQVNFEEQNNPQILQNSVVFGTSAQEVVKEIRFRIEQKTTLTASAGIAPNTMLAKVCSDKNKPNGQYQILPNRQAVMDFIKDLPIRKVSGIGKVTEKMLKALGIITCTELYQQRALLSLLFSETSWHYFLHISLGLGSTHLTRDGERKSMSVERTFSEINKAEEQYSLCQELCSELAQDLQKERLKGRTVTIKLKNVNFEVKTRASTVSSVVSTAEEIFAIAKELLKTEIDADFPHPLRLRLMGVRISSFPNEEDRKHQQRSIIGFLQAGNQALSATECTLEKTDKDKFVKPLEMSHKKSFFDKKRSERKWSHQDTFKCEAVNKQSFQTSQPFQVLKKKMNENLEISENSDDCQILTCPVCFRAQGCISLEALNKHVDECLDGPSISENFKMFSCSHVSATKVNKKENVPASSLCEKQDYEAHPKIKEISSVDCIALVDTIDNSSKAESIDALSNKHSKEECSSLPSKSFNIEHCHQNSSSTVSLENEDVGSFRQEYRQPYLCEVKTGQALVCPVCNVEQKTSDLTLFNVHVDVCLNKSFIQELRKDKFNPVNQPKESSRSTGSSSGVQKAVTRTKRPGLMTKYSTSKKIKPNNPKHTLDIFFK
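Readout: fluorescence, taken kinetically at 0 and 10 min. Conditions: 10 nM Pol kappa, 15 min RT compound preincubation, 50 nM substrate final. Controls: enzyme-free buffer wells.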
POLI inh: DNA polymerase iota (human) inhibition. Potency, µM (titrated, usually from 115 µM), for inactives: at the highest dose activity, negative = inhibition, hits mostly inhibitors. 390,000 compounds, 1% hits. Q9UNA4. Pol iota fluorescent replication assay, 10 min. AID 588590; note: potency is the fitted concentration of half-maximal effect
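Fluorescent replication assay read twice, at 0 min and 10 min after adding 50 nM (final) substrate. Enzyme (10 nM) and compounds were first incubated 15 min at room temperature; enzyme-free buffer wells were negative controls.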
Pol beta inh: inhibitors of human DNA polymerase beta. P06746. Pol beta primer extension/strand displacement, fluorescence kinetic. Potency, µM (top dose mostly 114 µM), for inactives: top-dose activity change, negative = inhibition, usual class: inhibitors. 340,000 compounds, 1.3% hits. AID 485314; note: potency is the fitted concentration of half-maximal effect; % is set by controls: 0 for no effect and ±100 for the full control effect
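Human Pol beta at 10 nM; strand-displacement substrate 50 nM final. Compound exposure 15 min at room temperature before start, reaction 10 min at room temperature.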
BLM helicase inh: blocks DNA unwinding by human BLM helicase | P54132 | recombinant BLM DNA unwinding, fluorescence dequenching | Potency, µM (top dose mostly 56.1 µM), without a hit: top-dose activity change, negative = inhibition, most hits filed as inhibitors | 350,000 compounds, 0.2% hits;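 note: potency is the fitted concentration of half-maximal effect; plate controls were vehicle for no effect and no enzyme for full effect; nearly all actives have a fitted effect of over 35% in size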
APE1 inh: inhibitors of human APE1 endonuclease; AID 2517; 350,000 compounds, 0.35% hits; recombinant APE1, TAMRA/BHQ-2 abasic DNA cleavage fluorescence; Potency, µM (series often up to 65.8 µM), inactives show at the highest dose activity change, negative = inhibition, most hits filed as inhibitors; P27695;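 note: potency is the fitted concentration of half-maximal effect; plate controls were vehicle for no effect and reference inhibitor for full effect; nearly all actives have a fitted effect of over 55% in size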
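Measures dequenching upon AP-site incision of a 5'-TAMRA/3'-BHQ-2 THF-containing duplex, 50 nM; human APE1 0.75 nM after 15 min room-temperature exposure to compound; kinetic three-point read at one-minute spacing.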
RXFP1 antagonist: antagonists of human relaxin receptor RXFP1. HEK293-RXFP1, relaxin-stimulated cAMP HTRF, 30 min; stronger effect = lower value. 350,000 compounds, 0.59% hits. activity change, negative = inhibition, % at 57.5 µM;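 active = activity change of -60% or lower, but not beyond a set lower limit; inconclusive = change between -60% and -40%, or beyond the set limit; inactive = change above -40%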; note: % is set by controls: 0 for no effect and ±100 for the full control effect
Tb PGK inh: T. brucei PGK inhibition; Potency, µM (series often up to 57.5 µM), inactives show at the top dose activity change, negative = inhibition, hits mostly inhibitors; P07378; AID 602233; PGK/GAPDH coupled, Kinase-Glo luminescence, 60 min; 380,000 compounds, 0.043% hits; note: potency is the fitted concentration of half-maximal effect; % is set by controls: 0 for no effect and ±100 for the full control effect; nearly all actives have a fitted effect of over 60% in size
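Luminescent ATP detection (Kinase-Glo Plus) follows a 60-minute room-temperature incubation, with wells lacking PGK as controls. Buffer: 100 mM TEA (pH 7.6), 5 mM MgCl2, 0.01% Tween-20. Coupling enzyme GAPDH (100 nM final) supplies unstable 1,3-BPG in-well.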
Anesthetic bind: binds horse apoferritin like a general anesthetic. Potency, µM (highest dose often 77.5 µM), for the others: at the top dose activity change, negative = displacement, hits mostly inhibitors. 350,000 compounds, 0.074% hits. P02791. apoferritin/1-aminoanthracene competitive binding, fluorescence; note: potency is the fitted concentration of half-maximal effect; % is set by controls: 0 for no effect and ±100 for the full control effect; nearly all actives have a fitted effect of over 20% in size
Target sequence (P02791 2-175 limits assumed): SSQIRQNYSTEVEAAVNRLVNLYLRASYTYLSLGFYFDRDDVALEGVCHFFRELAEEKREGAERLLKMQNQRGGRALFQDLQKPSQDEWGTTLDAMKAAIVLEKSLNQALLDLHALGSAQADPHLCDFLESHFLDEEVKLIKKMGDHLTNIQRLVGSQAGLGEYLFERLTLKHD
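Steps: apoferritin (10 uM) was premixed with half-saturated 1-AMA in PBS, compounds were pin-transferred, plates stood 10 min at room temperature, fluorescence was read at 380/535 nm, and curves were fitted with a Hill equation.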
Numbers without * were called inactive; i = inactive; ? = inconclusive; . = not tested or not shown; & = joins results of further samples; [ ] = another dose, or the depositor's remark. Unless noted, calls come from the whole dose curve; as a rule, active = well fitted curve in the direction sought with a large enough effect; inconclusive = small, poorly fitted or top-dose-only effect, or another doubt; inactive = no such curve, though single readings can be large; an effect the other way counts as inactive or inconclusive. Only part of the results is shown; count on the stated rates, not on these rows.

POLH inh,POLK inh,POLI inh,Pol beta inh,SMILES,BLM helicase inh,APE1 inh,RXFP1 antagonist,Tb PGK inh,Anesthetic bind
0%,15%,-1%,23%,COc1ccc(NC(=O)COc2ccc(/C=N/NC(=O)c3cccnc3)cc2OC)cc1,5%,?,-16,-6%,14%
-17%,-11%,33%[activator],-6%,Cc1cc(C)c(C#N)c(SCC(=O)Nc2ccccc2C)n1,2%,-6%,19,-8%,-6%
-8%,-2%,-3%,0%,COc1ccc(C2CC(=O)c3cnc4c(-c5ccccc5)c(C)nn4c3C2)cc1OC (stereo not given),-9%,.,.,-6%,2%
-20%&-12%,1%&-5%,-8%&2%,1%,C(#Cc1ccccc1)CN1CCN(c2ccccn2)CC1,2%,12%,-17&2,-1%&-4%,-11%
-8%,3%,3%,6%,Cc1nc(NCC2CCCO2)c2nnn(Cc3ccccc3)c2n1 (stereo not given),0%,-1%,-11,6%,?
-18%,-5%[60.1 µM],-10%,7%,CC(C)C(=O)NCC(c1ccc2c(c1)OCO2)N1CCN(c2ccccc2F)CC1 (stereo not given),0%,.,-10,12%,-12%
-15%,-23%,15%,0%,CCCCNC(C(=O)Nc1ccc(Cl)c([N+](=O)[O-])c1)c1ccccc1 (stereo not given),-5%,-4%,-14,-2%,6%
-16%,-5%,33%[activator],3%,CC(C)Cc1ccc(C(C)C(N)=NCCc2ccccc2)cc1 (stereo not given),-2%,-13%,?,i,5%
-8%,-7%,-3%,1%,COc1ccc(C2NC(=S)N(c3ccccc3)C(C)=C2C(=O)Nc2ccccc2)cc1 (stereo not given),-22%,-4%,-5,6%,-9%
2.5µM*,32µM*,14µM*,20µM*,Cc1ccnc(NS(=O)(=O)c2ccc(NC(=O)Cc3cccs3)cc2)n1,-13%,?,-3,?,-2%
4%,-2%,8%,.,CCOc1ccc(NC(=O)CN(C)C(=O)/C=C/c2ccco2)cc1OCC,.,13%,6,-4%,.
-17%,-2%,2%,.,CC(C(=O)OCC(=O)NC1CCCC1)N1C(=O)c2ccccc2C1=O (stereo not given),.,24%,-1,5%,.
-16%,-7%,80%[activator],-15%,O=C(N/N=C/c1ccc[nH]1)c1cc(-c2ccc(Cl)cc2)nc2ccccc12,-13%,2%,-18,i,-7%
-11%,-6%,-24%,1%,Cc1cccc(C(=O)NCC(=O)N2CCN(c3ccc(Cl)cc3)CC2)c1,-1%,7%,-2,-7%,-5%
11%,-4%,-3%,38%,O=C(NCc1cccs1)c1csc2c1CCCCC2,-2%,-8%,-5,.,?
5%,-14%,3%,0%,CC1CCC(NC(=O)COc2ccccc2C(N)=O)CC1 (stereo not given),1%,5%,2,1%,-7%
-19%,-4%,130%[activator],31%,Oc1ccc(CCC2CCCCN2Cc2nc(C3CC3)no2)cc1 (stereo not given),0%,16%,-5,0%,-15%
-2%,9%,-11%,-15%,Cc1ccc(C(=O)NCC(=O)OC(C)C(=O)Nc2ccc(N3CCOCC3)cc2)s1 (stereo not given),-7%,-3%,-4,-6%,1%
-4%,-5%,-14%,12%,CCc1cccc(C)c1NC(=O)CCS(=O)(=O)c1cc(Br)cc2c1N(C(=O)C1CC1)CC2,-1%,.,-1,7%,-10%
-6%,-4%,-21%,8%,Cc1ccc(C(=O)NC(=S)NCc2cccnc2)c(C)c1,-4%,-3%,7,-3%,-11%
-19%,-4%,37%[activator],-7%,CCOC(=O)c1c(NC(=O)C2c3ccccc3Oc3ccccc32)sc(C)c1C,-8%,.,.,-9%,50%[activator]
-17%,-30%,?,5%,COc1ccc(Br)cc1C(=O)Nc1ccc(Cc2ccncc2)cc1,-6%,-4%,5,-5%,-18%
-10%,-18%,31%[activator],-14%,O=C(COC(=O)CCCC1=NS(=O)(=O)c2ccccc2N1)Nc1ccccc1,0%,54%[activator],4,i,7%
-8%,-4%,-20%,.,CC(C)c1ccc(NC(=O)COC(=O)c2cc(=O)[nH]c3ccccc23)cc1,.,0%,4,-3%,.
10%,-11%,79%[activator],26%,Cc1ccc(S(=O)(=O)Nc2nc3cc(C)c(C)cc3[nH]2)cc1,-2%,-6%,-12,6%,5%

Single records, as listed above.
CC(C(=O)OCC(=O)NC1CCCC1)N1C(=O)c2ccccc2C1=O (stereo not given) as listed: POLH inh: -17%; POLK inh: -2%; POLI inh: 2%; Pol beta inh: .; BLM helicase inh: .; APE1 inh: 24%; RXFP1 antagonist: -1; Tb PGK inh: 5%; Anesthetic bind: .
COc1ccc(C2NC(=S)N(c3ccccc3)C(C)=C2C(=O)Nc2ccccc2)cc1 (stereo not given) as listed: POLH inh: -8%; POLK inh: -7%; POLI inh: -3%; Pol beta inh: 1%; BLM helicase inh: -22%; APE1 inh: -4%; RXFP1 antagonist: -5; Tb PGK inh: 6%; Anesthetic bind: -9%

Next part.
POLH inh,POLK inh,POLI inh,Pol beta inh,SMILES,BLM helicase inh,APE1 inh,RXFP1 antagonist,Tb PGK inh,Anesthetic bind
-8%,8%,19%,45%,O=C(Nc1ccon1)Nc1ccccc1C(F)(F)F,-1%,13%,-2,i,-10%
-27%,-13%,7%,-21%,CN(C)c1nc(SCCOC(=O)Nc2ccccc2)nc(N(C)C)n1,-12%,-3%,-9,3%,-10%
-2%,-11%,76%[activator],27%,Cn1c(=O)n(Cc2ccccc2Br)c2ccccc21,-2%,1%,5,5%,?
-13%,3%,13%,9%,CCCCC(=O)Nc1cc(C)c(O)c(-c2nc3ncccc3o2)c1,-1%,.,-2,-9%,17%
-23%,8%,16%,-1%,C=Cn1cc[n+](CC(=O)c2ccc(Cl)c(Cl)c2)c1,-3%,4%,-2,4%,-6%
-18%,-4%,-6%,-17%,CCOCCCn1c(SCC(=O)Nc2cc(C(C)(C)C)nn2-c2ccccc2)nc2ccccc2c1=O,-9%,1%,-8,-9%,-9%
-11%,-2%,12%,?,CCc1ccc(N2CCN(CCNC(=O)Nc3ccccc3)CC2)cc1,-3%,8%,4,6%,-1%
-6%,9%,12%,.,Clc1cc(NCc2ccccc2)ncn1,.,50%[activator],.,i,.
-8%,-8%,16%,25%,COC(=O)c1ccc(C2CC(=O)Nc3cc(OC)c(OC)c(OC)c32)cc1 (stereo not given),-3%,-6%,-2,0%,-9%
-26%,-6%,?,?,CCOc1cc(/C=C/C(=O)c2ccc(OC)c(CN3CCOCC3)c2)cc(Br)c1O,-10%,-7%,-5,-12%,3%
-10%,2%,3%,0%,CCCCc1ccc(NC(=O)c2cc3c(=O)n4ccccc4nc3n2C)cc1,0%,.,-12,-9%,52%[activator]
-13%,-4%,-30%,4%,CCOC(=O)N1CCN(C(=O)CSc2cc(C)nc3c(-c4ccccc4OC)c(C)nn23)CC1,2%,-1%,-28,.,-9%
-5%,-3%,2%,100%,CCc1nnc(NC(=O)C=C(C)C)s1,-8%,4%,1,-2%,-9%
-24%,-8%,21%,-13%,CN(C)CC(C)(C)CNC(=O)c1cc(Br)cc(Br)c1O,-8%,3%,-1,-6%,-4%
6%,-16%,?,-22%,O=CC1=C(N2CCOCC2)/C(=C/c2ccc(Cl)cc2)CC1,2%,15%,-9,3%,-11%
-13%,-6%,-6%,25%,O=C(NCc1ccc(F)cc1)c1cccc(S(=O)(=O)N2CCCC2)c1,-1%,2%,-5,-2%,-13%
-11%,-17%,10%,3%,COc1cc(/C=N/NC(=O)c2ccc(N)cc2)ccc1OC(=O)c1cccc(C)c1,-12%,4%,-14,4%,-17%
-12%,-9%,-6%,1%,CN(C)S(=O)(=O)c1ccc(C(=O)Nc2cccc(C(=O)N3CCOCC3)c2)cc1,1%,8%,-14,-3%,-13%
-10%,-11%,0%,-16%,CCC(=O)NC(=S)Nc1ccc(NC(=O)CC)cc1,3%,1%,14,-9%,4%
-19%,-7%[60.1 µM],11%,27%,CCn1ccc2cc(S(=O)(=O)N3CCC(C(=O)NCc4cccc(C)c4)CC3)ccc21,-3%,.,-5,6%,56%[activator]
-23%,0%,-1%,17%,Cc1ccc(CN2CCN(/N=C/c3cc(Br)cc(Br)c3O)CC2)c(C)c1,1%,13%,-5,-6%,-6%
6%,-4%,73%[activator],-24%,CCCS(=O)(=O)N1CCN(CCN2C(=O)c3cccc4cccc(c34)C2=O)CC1,-4%,-15%,-3,0%,-13%
-3%,0%,-2%,1%,O=C(CSc1ncn[nH]1)N1c2ccccc2Sc2ccccc21,-5%,-9%,-11,-5%,6%
-16%,-7%,2%,-19%,Cc1ccc(OC(=O)c2ccccc2C(=O)OCC(F)(F)C(F)F)cc1,-6%,10%,-11,17%,-20%
6%,1%,18%,1%,COc1ccc(S(=O)(=O)N2CCN(c3ccccc3)CC2)cc1,-8%,5%,5,-1%,-3%
-12%,-6%,5%,16%,O=C(Nc1ccccc1Cl)NC1(C(=O)N2CCCC2)CCCCC1,1%,0%,-10,-2%,4%
-22%,7%,9%,30%,Cn1c(=O)cc(SCC(=O)NCCC2=CCCCC2)c2ccccc21,-6%,-1%,.,6%,-18%
-1%,-7%,22%,53%,O=C(Nc1ccc(S(=O)(=O)N2CCCC2)cc1)C1CCCCC1,4%,1%,-11,-1%,-3%
-13%,0%,27%,9%,Cn1c(N2CCCCC2)nc2c1c(=O)n(Cc1cccc(Br)c1)c(=O)n2C,-1%,-2%,9,-9%,-18%
0%,-17%,-27%[58.9 µM],5%,COc1ccc(C(=O)N2CCCC2)cc1,-2%,6%,-13,-8%,-8%
-7%,-23%,14%,0%,Cc1nn(-c2ccc(Cl)cc2)c2nc(-c3cccnc3)cc(C(F)(F)F)c12,2%,.,1,-2%,-6%
-7%,?,?,-4%,CCCS(=O)(=O)c1c(S(=O)(=O)CCC)c2c(N)cccn2c1C(=O)c1ccc(Br)cc1,-13%,-6%,-21,-1%,-16%
-4%,4%,-2%,12%,O=C(CNS(=O)(=O)c1cccs1)NCc1ccccc1,1%,-3%,1,0%,-4%
-8%,-5%,29%,.,O=C(CCNS(=O)(=O)c1ccccc1)OCc1nnc(-c2ccccc2)o1,.,19%,-5,-10%,.

Screens (PubChem BioAssay)
